# Assay outcomes (PubChem BioAssay)
# PAFAH2 inh: inhibitors of human PAFAH2; recombinant PAFAH2, FP-rhodamine activity probe, fluorescence polarization; inhibition, % at 3.39 µM; actives 0.99% (n = 340,000);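 active = inhibition above the mean over all tested compounds plus 3 SD, cut at about 30% in these data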;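 also: inhibitors block probe labeling of enzyme so polarization drops; 0% = enzyme with DMSO and 100% = wells lacking PAFAH2 protein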
# Numbers without * were called inactive. Not all compounds are listed; the hit share may differ from the screen's.
no.	PAFAH2 inh	SMILES
1	10.0	CSCCC(NC(=O)c1ccco1)C(=O)NCc1ccc2c(c1)OCO2 (stereo unspecified)
2	1.9	COc1ccccc1NC(=O)c1ccc2c(=O)n3c(nc2c1)CCC3
3	-11.2	CC(C)(C)OC(=O)N(Cc1ccccc1)Cc1ccccc1OCc1cccc(NC(=O)C2CC2)c1
4	-0.5	N=c1n(Cc2ccccc2)c2ccccc2n1CC(O)COc1ccc(Cl)cc1Cl (stereo unspecified)
5	-2.2	Cc1ccc(NC(=O)Nc2ccc3c(c2)OCO3)c(OC(F)F)c1
6	-2.3	CCOC(=O)C1CCCN(C(=O)c2ccc(-c3ccccc3Cl)o2)C1 (stereo unspecified)
7	6.8	COc1ccccc1-c1cccc([C@@H]2C[C@H]3[C@H](CON3C)CN2C(=O)C(C)(C)C)c1
8	2.7	COc1cc(Cn2c(C(=O)O)cc3sccc32)cc(OC)c1OC
9	-0.6	CCc1ccc2c(COC(=O)C3CC(=O)N(CCc4ccccc4)C3)cc(=O)oc2c1 (stereo unspecified)
10	7.3	COc1ccc2c(c1)c1nnc(SCC(=O)N3CCCCC3C)nc1n2C (stereo unspecified)
11	0.2	O=C(Nc1ccccc1N1CCCCC1)c1cc(S(=O)(=O)N2CCOCC2)ccc1F
12	-4.7	O=C(Nc1cccc(Cl)c1)c1ccc2c(=O)n3c(nc2c1)CCCCC3
13	4.8	CC(=O)C1CCC2C3CCC4=CC(=O)CCC4(C)C3(Br)C(=O)CC12C (stereo unspecified)
14	8.3	CCn1c(=S)[nH]c2scc(-c3cccs3)c2c1=O
15	3.5	O=C(Nc1ccc(NS(=O)(=O)c2ccccc2)c(Cl)c1)c1ccccc1
16	-2.5	COc1ccc(CNC(=O)CCNC(=O)c2ccco2)cc1OC
17	-3.9	CC(=O)c1ccc(NC(=S)N2CCCC2)cc1
18	-9.4	COc1ccc2ccc(OCC(=O)NCC3CCCO3)cc2c1 (stereo unspecified)
19	-6.4	CCc1ccccc1OCC(=O)Nc1cc(S(=O)(=O)N2CCOCC2)ccc1N1CCCCC1
20	-3.8	O=C(c1cn(-c2ccccc2)nc1-c1cccnc1)N1CCN(S(=O)(=O)c2ccc(Cl)cc2)CC1
21	-0.3	CCC(Oc1ccc(C)cc1)C(=O)Nc1ccc2c(c1)n(C)c(=O)n2C (stereo unspecified)
22	2.4	COCC1CCN(C(=O)C2CCC(=O)N(C3CCCCCC3)C2)CC1 (stereo unspecified)
23	5.5	Cc1ccc(-n2ncc(C(=O)Nc3cc(Cl)cc(Cl)c3)c2C2CCNCC2)cc1C
24	-4.7	CCN(C(=O)COC(=O)c1cccc(S(=O)(=O)N(C)C)c1)c1c(N)n(Cc2ccccc2)c(=O)[nH]c1=O
25	-0.6	CCCc1cc2c(=O)c(-c3nc4ccccc4s3)c(COCC(=O)O)oc2cc1O
26	4.3	O=C(NCCc1ccccc1)c1c[nH]c2ccc(F)cc2c1=O
27	-3.6	Nc1nc2ccccc2[nH]1
28	12.1	COc1cccc(/C=C2/SC(=S)N(CC(=O)Nc3nnc(C)s3)C2=O)c1
29	7.8	CCC(Oc1ccccc1F)C(=O)Nc1ccc2c(c1)n(C)c(=O)n2C (stereo unspecified)
30	-4.6	CC12CCCC(CC(=O)O)(C1)NC(=O)C2 (stereo unspecified)
31	-6.0	COc1ccc(CCN2CC(C(=O)NCc3cc(C)on3)CCC2=O)cc1 (stereo unspecified)
32	-3.0	CN(CCc1ccccc1)C(=O)c1cc(COc2cccc(C(F)(F)F)c2)on1
33	2.9	O=S(=O)(Cc1ccccc1)N1CCN(Cc2c(F)cccc2Cl)CC1
34	5.1	Cc1cccc(NS(=O)(=O)c2ccc(C)c(C(=O)N3CCN(C(=O)c4ccco4)CC3)c2)c1
35	-12.6	C=CCN(c1ccc(OC)cc1)S(=O)(=O)c1ccc(Cl)c(C(=O)OCC(=O)c2c(N)n(C)c(=O)n(C)c2=O)c1
36	2.5	CCCn1c(C(O)c2ccc(C)cc2)nc2ccccc21 (stereo unspecified)
37	2.5	CCOC(=O)c1ccccc1NC(=O)COC(=O)CCNS(=O)(=O)c1cccs1
38	5.9	C=CCNC(=S)N1CCC(Cc2ccccc2)CC1
39	0.3	Cc1ccc2c(C)c(C(=O)Nc3cccnc3)oc2c1C
40	-3.8	COc1cc(C2C(C(=O)c3cc4ccccc4o3)=C(O)C(=O)N2CCN2CCOCC2)ccc1OCCC(C)C (stereo unspecified)
41	6.4	O=C(c1ccc(N2CCCC2)c([N+](=O)[O-])c1)N1CCN(S(=O)(=O)c2ccccc2)CC1
42	-0.2	Cc1nn(-c2ncc(C(F)(F)F)cc2Cl)c(=O)n1-c1ccccc1Cl
43	16.1	NC(=O)c1ccc(NC(=O)CNc2cc(S(=O)(=O)N3CCOCC3)ccc2N2CCCC2)cc1
44	-13.3	COc1ccccc1CNc1nc(C)c(C(=O)N(C)C)s1
45	-5.2	CC(=O)C1C(C)CC2C3CCC4CC(=O)CCC4(C)C3CCC21C (stereo unspecified)
46	6.5	O=C(CN1C(=O)C(=O)N(C2CCCC2)C1=O)Nc1ccc([N+](=O)[O-])cc1
47	-1.0	O=C(CNC(=O)c1ccc(Cl)cc1Cl)OCC(=O)N1CCN(c2ccccc2)CC1
48	-0.5	COCc1cc(C)nc(N/N=C/c2ccc(-c3ccc(Cl)cc3[N+](=O)[O-])o2)c1C#N
49	8.2	COc1cc(NC(=O)COC(=O)C2CC(O)CN2S(=O)(=O)c2ccc(Cl)cc2)c(C)cc1[N+](=O)[O-] (stereo unspecified)
50	12.7	Oc1cccc(/C=N/Nc2cccc3cccnc23)c1
51	1.3	C=CCOC(=O)C(C(=O)Cc1ccccc1)c1ccccc1 (stereo unspecified)
52	3.7	Cc1ccc(N(CC(=O)NCc2ccccn2)S(=O)(=O)c2ccccc2)cc1Cl
53	0.3	N#CC12C(=O)NC(=O)C1(C#N)C21CCCC1 (stereo unspecified)
54	1.2	Cc1cc(-n2c(C)cc(C(=O)COc3cccnc3[N+](=O)[O-])c2C)no1
55	6.6	O=C(CN1CCN(C(=O)CCC(=O)N2CCC(c3ccccc3)=N2)CC1)Nc1ccc(F)cc1
56	-6.1	O=C(CNC(=O)Cc1ccccc1)N=Nc1c(O)n(Cc2ccc3c(c2)OCO3)c2ccccc12
57	-5.6	COC1=CC(=O)C=C(OC)C1(O)CC(C)=O
58	-10.3	COc1ccc(CN(C)C(=O)c2cc(-c3ccc(OC)c(OC)c3)nc3ccccc23)c(OC)c1
59	0.2	CC(C)c1nc2oc3c(N4CCNCC4)ncnc3c2c2c1CCC2
60	1.0	Cn1c(N)c(C(=O)COC(=O)Cc2ccc(Cl)cc2)c(=O)n(C)c1=O

# Next part
no.	PAFAH2 inh	SMILES
61	5.4	O=C1CCC(=O)N1OCCCOc1ccc(Br)cc1Cl
62	1.1	CCn1c(=O)c(C(=O)NCc2ccccc2Cl)c(O)c2ccccc21
63	0.7	CC1CN(C(=O)NCc2ccccc2)c2cc(Cl)ccc2O1 (stereo unspecified)
64	3.7	O=C(c1nnsc1S(=O)(=O)c1ccc(Cl)cc1)N1CCOCC1
65	-1.9	Cc1cccc(NC(=O)/C(C#N)=C/c2ccccc2O)n1
66	88.5*	CC(=O)Oc1cc(C(=O)OCC(=O)NC23CC4CC(CC(C4)C2)C3)cc(OC(C)=O)c1OC(C)=O
67	0.5	O=C(NCc1ccccn1)C1CCN(S(=O)(=O)c2ccccc2C(F)(F)F)CC1
68	-4.0	Cc1ccc(NC(=O)CN2CCN(C(=O)c3ccco3)CC2)cc1S(=O)(=O)N(C)C
69	2.4	COc1ccc(CCNC(=O)C2CCC(=O)N(CC3CCCCC3)C2)cc1 (stereo unspecified)
70	-0.8	Cc1ccc(C(=O)O)cc1S(=O)(=O)Nc1ccccc1C(=O)NC1CC1
71	9.1	O=C(O)CC/C(=N\Nc1ccc(S(=O)(=O)N2CCCC2)cc1[N+](=O)[O-])c1cccs1
72	3.0	COc1cc(C=NOC(=O)Nc2ccccc2)cc(OC)c1OC
73	-6.8	CSc1ncc(C(=O)NCCCc2ccccc2)c(C)n1
74	4.2	COc1cc(C(=O)c2ccccc2C(=O)O)c(OC)c2c1CCCC2
75	3.6	COc1cc(NS(=O)(=O)c2cc(NC(C)=O)ccc2OC)c(OC)cc1NC(=O)c1ccccc1
76	-5.2	COc1ccc(C(=O)Nc2ccccc2C(=O)NCCCn2ccnc2)cc1
77	12.3	CCc1nc(N2CCN(C(C)=O)CC2)c2c3c(sc2n1)CCCC3
78	-1.2	N#CC1C(=O)NC(=O)C(C#N)C12CCCC(C(F)(F)F)C2 (stereo unspecified)
79	0.7	O=C(c1ccc(NS(=O)(=O)c2cccc(C(F)(F)F)c2)cc1)N1CCCC1
80	-5.9	CCN(CC(=O)NCc1cccs1)C(=O)c1cccc(S(=O)(=O)N(CC)c2ccccc2)c1
81	4.8	O=C(CCc1ccccc1)N1CCN(C(=O)CCc2ccccc2)CC1
82	-7.0	O=C(c1cc(COc2ccc(F)cc2Cl)on1)N1CC[C@@H]2CCCC[C@H]2C1
83	-2.6	Cc1cccn2c(=O)c3cc(C#N)c(=O)n(Cc4cccnc4)c3nc12
84	-0.5	O=C(CN1CCN(CC(=O)c2ccccc2)CC1)c1ccccc1
85	10.6	Cc1ccc(OCC(=O)NNC(=O)CSC(=S)N2CCCC2)cc1
86	9.2	CCOC(=O)c1ccc(C(=S)N2CCCC2)cc1
87	7.7	CCOC(=O)c1cc([N+](=O)[O-])cc([N+](=O)[O-])c1Sc1ncnc2nc[nH]c12
88	3.5	C[C@H](NC(=O)c1ccco1)C(=O)Nc1nc(-c2ccccn2)cs1
89	6.3	CCCCN(C(=O)CSCC(=O)Nc1ccc(OC)cc1)c1c(N)n(CC(C)C)c(=O)[nH]c1=O
90	4.6	CC(C)NC(=O)c1cccc(NC(=O)CC2SC(N3CCCCC3)=NC2=O)c1 (stereo unspecified)
91	-4.0	CC(C)(C)OC(=O)N1CCCC(C(=O)Nc2cccc(C(=O)NCCCCc3ccccc3)c2)C1 (stereo unspecified)
92	-4.4	O=c1cc(-c2nn[nH]n2)[nH]c(=O)[nH]1
93	2.9	Cc1cc(C(=O)NNC(=O)Cc2ccc(Cl)c(Cl)c2)c(C)o1
94	0.8	CCC1(C)COC(c2ccc(OC)c(OC)c2)OC1 (stereo unspecified)
95	5.7	O=C1CCCN1CCCN=c1c([N+](=O)[O-])nn(-c2ccc(Cl)cc2)n1O
96	5.3	Cc1ccccc1NC(=O)CN1CCOCC1
97	-0.4	Cc1ccc(S(=O)(=O)N2CCC(C(=O)N3CCc4ccccc43)CC2)cc1C
98	-1.4	Nc1nc(-c2ccccc2)c(CCCNc2ccccc2)c(=O)[nH]1
99	1.1	C=C(C)CN(CC)C(=O)Cn1cnc2c(oc3ccccc32)c1=O
100	-0.9	Fc1ccc(N2C(=S)SC(=Nc3ccccc3)C2=Nc2ccccc2)cc1
101	-9.8	CC(=O)OC1CC2(C)C(C(C)=O)CCC2C2CCC3=CC(=O)CCC3(C)C12 (stereo unspecified)
102	1.7	O=C(c1cc2cc(F)ccc2[nH]1)N1CCc2ccccc21
103	1.4	COc1ccc2c(C)c(C(=O)N3CCN(Cc4ccccc4)CC3)oc2c1
104	-3.6	CC1(C)CC2CC(C)(CN2Cc2cccc([N+](=O)[O-])c2)C1 (stereo unspecified)
105	5.0	Cc1ccccc1OCC(O)COc1ccccc1C
106	1.2	O=C1CCC(=O)c2ccc3c4c(ccc1c24)CC3
107	-0.1	COc1cccc(C=O)c1OCCN1C(=O)c2ccccc2C1=O
108	2.2	O=C(Cc1cccc(NC(=O)C2CCCN(C(=O)C3CCCC3)C2)c1)Nc1ccc(C(=O)N2CCOCC2)cc1 (stereo unspecified)
109	1.5	COc1ccc(NCC(=O)N/N=C2\CCCC(C)C2)cc1 (stereo unspecified)
110	7.6	CN(C(=O)c1cccc(NC(=O)Cc2cccc(NC(=O)C3CCN(C(=O)C4CCCCC4)CC3)c2)c1)C1CCC1
111	2.6	CCC(Cc1ccccc1)NC(=O)C1CC1 (stereo unspecified)
112	-2.4	Cn1ncc2c(NCCc3ccccc3)nc(Cl)nc21
113	-6.1	CC(=O)N1N=C(c2ccccc2)CC1c1cccs1 (stereo unspecified)
114	3.9	COc1ccccc1N1CCN(CCCCN2C(=O)C3CCCN3C2=O)CC1 (stereo unspecified)
115	-7.0	CSc1ccccc1NC(=O)CN(C)C(=O)C(C)SCc1nc2sc(C)c(C)c2c(=O)[nH]1 (stereo unspecified)
116	9.4	COc1ccccc1CCNC(=O)C1CCC(=O)N(C2CCCCCC2)C1 (stereo unspecified)
117	-2.2	CCCCN1C[C@H](COC(=O)CCC)Oc2cccc(F)c2S1(=O)=O
118	3.4	COc1ccccc1N1CCN(C(=O)c2ccccc2SCC(=O)NCc2ccco2)CC1
119	0.8	COc1ccc(NC(=O)N2CCCC2C(=O)NCCc2ccccc2)cc1 (stereo unspecified)
120	1.8	Cc1ccc(NS(=O)(=O)c2cc(C(=O)NCc3ccncc3)ccc2C)cc1

# (continued)
no.	PAFAH2 inh	SMILES
121	30.3*	O=C(O)c1ccc(-c2ccc(/C=C3\NC(=O)N(Cc4ccc(Cl)cc4)C3=O)o2)cc1Cl
122	2.1	CCCSc1nc2sc3c(c2c(=O)n1-c1ccc(OC)cc1)CCN(C)C3
123	-3.5	CCCN(CC(=O)Nc1ccccc1C)C(=O)C1CC(=O)N(c2ccccc2OCC)C1 (stereo unspecified)
124	-6.0	CCC1CCC(N2CCN(c3ccc(F)cc3)CC2)CC1 (stereo unspecified)
125	-4.6	Cc1ccc(-c2ccc(CCC(=O)O)n2-c2ccc(C(=O)O)cc2)cc1
126	-4.2	CN1C(C(=O)Nc2ncccn2)=C(O)c2ccccc2S1(=O)=O
127	-0.1	Nc1nnc(CCCCc2cccs2)o1
